# Screening data from PubChem.
# HSF1 inhib = HSF1 inhibition; 300,000 tested, 0.77% active; AID 2098; activity change, negative = inhibition, % at 7.5 µM (by protocol); NIH3T3-HGL HSE-luciferase, MG132-induced, luminescence 8 h; stronger effect = lower value;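 active means more than half of replicate wells show activity change below -50%, luminescence cut by over half; inconclusive means some wells, but at most half, below -50%; inactive means no replicate well below -50%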;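 further: luciferase reports HSF-1 transcriptional activity via heat shock element; 0% = median of DMSO wells and -100% = zero luminescence signal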
# aSyn UTR inh = 5' untranslated region of α-synuclein, MLPCN primary screen; alpha-synuclein 5'UTR reporter, inhibitor activity; inhibition, % (tested at 7.5 µM); 300,000 tested, 0.82% active; AID 1813; in the data active means inhibition above about 60%; inconclusive means no clear call, values can overlap the other calls;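 further: H4 neuroglioblastoma cells stably carrying SNCA 5'UTR luciferase fusion; 0% = DMSO wells and 100% = positive control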
# HSF-1 act = increases HSF-1 driven luciferase reporter signal | NIH3T3-HGL HSF-1 luciferase reporter, MG132, 8 h; 100% = twice DMSO control signal | activation, % at 9 µM | 300,000 tested, 1.7% active;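 active means mean replicate activation of at least 50% with a set share of replicates each reaching 50%; inconclusive means only one of those two conditions met; inactive means mean below 50% and too few replicates reaching it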;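 further: 0% = median of the neutral control wells and 100% = twice that signal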
# IEC-6 tox = IEC-6 cytotoxicity, counter-screen for KLF5 inhibitors; luminescence viability; inhibition, % at 5 µM; 290,000 tested, 0.78% active; AID 1825; in the data active means inhibition above about 22%;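 further: 0% = plate median of test compound wells and 100% = cytotoxic reference compound wells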
# AI-2 QS mod = modulators of Vibrio harveyi AI-2 quorum sensing system; activity change, % at 7.5 µM; 300,000 tested, 0.4% active; Vibrio harveyi JMH597 AI-2 luminescence/OD600 ratio, 9 h; stronger effect = lower value; strain lacks LuxN and CqsS sensors; 0 = neutral-control median; in the data active means activity change below about -75%, passing the limit was not always enough; inconclusive means no clear call, values can overlap the other calls;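 further: luminescence divided by OD600 gain over 9 h not by final OD600 alone; inactives centre near 13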
# GSK3A inh = blocks human GSK-3 alpha kinase; P49840; ADP-Glo luminescence, 60 min; inhibition, % at 10 µM; 320,000 tested, 0.1% active; AID 2650;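 in the data active means inhibition above about 50%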;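 further: GST-tagged GSK-3 alpha with peptide substrate and 25 µM ATP; 0% = DMSO neutral wells and 100% = GW8510 positive control wells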
# Target sequence (P49840 whole entry, looked up): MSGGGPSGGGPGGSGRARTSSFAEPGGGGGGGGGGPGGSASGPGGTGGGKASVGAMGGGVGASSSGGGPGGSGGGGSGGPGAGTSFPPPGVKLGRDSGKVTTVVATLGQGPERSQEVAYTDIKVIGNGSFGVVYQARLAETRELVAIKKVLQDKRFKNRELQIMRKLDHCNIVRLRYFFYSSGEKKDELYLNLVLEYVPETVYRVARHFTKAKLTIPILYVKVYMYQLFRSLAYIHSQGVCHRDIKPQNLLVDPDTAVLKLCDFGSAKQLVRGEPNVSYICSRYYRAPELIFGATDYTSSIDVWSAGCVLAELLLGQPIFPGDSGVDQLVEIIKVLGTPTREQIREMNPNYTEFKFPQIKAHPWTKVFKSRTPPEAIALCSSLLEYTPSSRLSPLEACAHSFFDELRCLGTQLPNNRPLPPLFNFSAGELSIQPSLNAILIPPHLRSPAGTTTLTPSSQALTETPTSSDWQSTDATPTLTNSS
# HSP90 inh = HSP90 refolding inhibition in rabbit reticulocyte lysate. luciferase refolding luminescence, 3 h. inhibition, % at 5.6 µM. 290,000 tested, 0.91% active. AID 1789;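 active means inhibition above the screen-wide mean plus 3 SD, computed separately per campaign, cut at about 16% in these data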;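 further: 0% = DMSO wells and 100% = 60 µM geldanamycin wells; inhibitors lower the luminescence because luciferase stays unfolded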
# GSK3B inh = blocks human GSK3beta kinase activity | P49841 | GST-GSK3beta kinase, ADP-Glo luminescence, 60 min; stronger effect = lower value | activity score (negative = inhibition), % at 10 µM | 300,000 tested, 0.038% active | AID 2097;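 active means more than half of replicate wells score below -50%, meaning over 50% inhibition versus plate controls; inconclusive means some replicates but at most half score below -50%; inactive means no replicate scores below -50%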;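 further: 0% = median DMSO wells and -100% = median GW8510 positive control wells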
# Target sequence (P49841 whole entry, looked up): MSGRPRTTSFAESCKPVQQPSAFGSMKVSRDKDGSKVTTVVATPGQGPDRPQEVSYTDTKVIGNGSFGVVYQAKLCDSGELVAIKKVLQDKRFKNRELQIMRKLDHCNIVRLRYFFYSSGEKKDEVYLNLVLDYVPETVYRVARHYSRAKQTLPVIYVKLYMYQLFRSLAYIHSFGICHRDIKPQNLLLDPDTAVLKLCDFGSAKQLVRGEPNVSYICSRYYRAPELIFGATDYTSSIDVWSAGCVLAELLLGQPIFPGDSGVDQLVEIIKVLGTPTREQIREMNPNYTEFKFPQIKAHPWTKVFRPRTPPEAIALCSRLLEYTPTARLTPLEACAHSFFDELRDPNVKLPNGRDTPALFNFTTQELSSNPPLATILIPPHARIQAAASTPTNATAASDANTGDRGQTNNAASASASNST
#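 Test system: GST-fused GSK3beta enzyme, cell-free | Quantity: 1.6 ng GST-GSK3beta enzyme per well | Reagent: 25 µM ATP with peptide substrate | Schedule: 60 min enzyme reaction, room temperature | Signal: Luminescent ADP-Glo measurement of ADP formed | Read-out basis: Score relative to plate controls | Control set: DMSO and 20 µM GW8510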
# KLF5 inh = suppresses KLF5 promoter-driven expression; 290,000 tested, 0.23% active; inhibition, % at 5 µM; DLD-1 KLF5 promoter-luciferase reporter, luminescence;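 active means inhibition above a per-plate limit of that plate's mean compound inhibition plus 3 SD, cut at about 60% in these data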;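 further: 0% = DMSO wells and 100% = LY294002 at 200 µM; higher means less KLF5 promoter-driven luciferase light; inactives centre near -14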
# HIF activator = HIF pathway transcriptional activation | U2OS HRE-luciferase reporter, luminescence; normalized: DMSO 0%, desferrioxamine 100% | activation, % at 7.5 µM (by protocol) | 300,000 tested, 0.32% active | AID 1910;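 active means mean activation of at least 10% of the iron chelator positive control signal, with at least half of replicates also reaching 10%; inconclusive means mean and replicate majority disagree about reaching 10%; inactive means mean and most replicates under 10%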
# * = called active by the depositor; ? = inconclusive; / = no result given.
canonical_smiles	HSF-1 act	AI-2 QS mod	IEC-6 tox	KLF5 inh	GSK3A inh	aSyn UTR inh	HSF1 inhib	HSP90 inh	HIF activator	GSK3B inh
C[N+](C)(CC#Cc1ccccc1)CC(=O)c1ccccc1	-8	15	-2	-9	0	-12	4	3	-0.1	5
COc1ccc(CC2(CO)CCN(Cc3cc4ccccc4o3)CC2)cc1	-7	23	-1	-25	-3	15	5	1	0.0	1
COc1ccc(OCc2cc(C(=O)NCC3(C)COC3)no2)c(Cl)c1	37	35	4	-57	-1	-57	18	-4	2.0	1
O=C(OCC(=O)N1CCOCC1)c1ccc(F)cc1Cl	11	30	6	-12	0	-37	-5	-7	-22	-3
CC(/C=C1\SC(=S)N(c2ccc(C(=O)O)cc2)C1=O)=C\c1ccccc1	2	43	-5	-1	2	-11	4	1	2.1	-3
O=S1(=O)CCN2N=C(C34CC5CC(CC(C5)C3)C4)SC2=N1	17	22	4	1	2	18	3	3	0.4	0
CC(C)Cn1c(N)c(C(=O)CSc2nccn2C)c(=O)n(C)c1=O	-5	16	/	/	-2	13	-2	/	-0.2	1
CCC(C)[C@H](NC(=O)NC1CCCc2ccccc21)C(=O)O (stereo partly specified)	-3	22	-5	-16	-2	0	-15	-1	-0.3	2
CCC(CC)C(=O)c1c[nH]c(C(=O)NCCc2ccccn2)c1	6	7	1	-14	-2	-12	-4	1	-0.1	0
O=C(Cn1c(=O)cnc2ccccc21)N1CCCc2ccccc21	24	47	1	-6	-1	3	1	1	-0.4	-2
Cc1cc(C)cc(NC(=O)CCNC(=O)c2ccc([N+](=O)[O-])cc2)c1	-5	26	-1	-34	-2	9	-1	-3	-0.6	-2
COc1ccc(C(=O)N/C(=C\c2ccccc2)C(=O)Nc2ccc(C(=O)O)cc2)cc1	-7	6	-3	-10	-6	-17	1	0	-0.1	4
CCCCn1c(SCC(=O)Nc2nnc(CC)s2)nc2ccccc2c1=O	15	18	1	-3	2	13	-8	3	-0.5	-2
COc1ccc(NC(=O)CSC(C)c2nc3ccccc3c(=O)[nH]2)cc1 (stereo unspecified)	-5	38	1	12	-1	22	-10	0	-0.2	2
O=C(CSc1nc2ccccc2s1)NCC1CCCO1 (stereo unspecified)	2	29	-1	-23	-1	-3	2	-1	-0.1	-3
C=CCn1c(SCC(=O)Nc2ccc(OC)cc2)nnc1-c1cnccn1	-3	10	-10	-26	-1	-14	5	-10	0.4	-1
COC(=O)C1=C(C)Nc2c(c(=O)n(C)c(=O)n2C)C1c1cccs1 (stereo unspecified)	5	14	7	3	/	21	-3	0	0.0	-1
CC1Cc2ccccc2N1C(=O)CN1CCC(n2nnc3cc(C(F)(F)F)ccc32)CC1 (stereo unspecified)	1	18	-2	-32	-2	32	-3	4	0.0	-1
COc1cc(Cl)c(CN2CCC(CCC(=O)NC3CC3)CC2)cc1OC	6	27	-4	-5	-3	-11	0	-3	-23	1
NCC(=O)N1CCC(C(=O)N[C@@H](Cc2c[nH]c3ccccc23)C(=O)O)CC1	11	38	3	-47	0	2	6	0	-4.6	-2
O=C1C2CC=CCC2C(=O)N1c1n[nH]c(Cc2ccccc2)n1 (stereo unspecified)	48	20	0	3	1	16	20	0	/	-1
CS(=O)(=O)N1CCC(C(=O)Nc2ccc(F)c(Cl)c2)CC1	20	1	-2	-20	-3	-13	-1	-2	-0.5	1
CC(C)NC(=S)N1CCN(Cc2ccc3c(c2)OCO3)CC1	10	8	0	7	7	-10	-10	-9	-0.1	-1
COc1cccc2sc(=NC(=O)CS(=O)(=O)c3ccc(F)cc3)n(C)c12	9	4	/	/	-1	-2	9	/	-0.1	1
CC1CCCCC1NC(=O)COC(=O)/C=C/c1ccc2c(c1)OCO2 (stereo unspecified)	-49	19	10	-6	-2	27	-33	0	-0.4	-1
CC(C)Sc1nc(SCC(=O)NCc2ccco2)c2c3c(sc2n1)COC(C)(C)C3	-55	27	0	12	-4	-9	?	21*	1.2	2
Cc1occc1C(=O)N/N=C/c1cccc2ccccc12	63*	/	12	-207	-1	-200	27	2	2.9	/
CC(Oc1ccc(Cl)cc1Cl)C(=O)N(C)c1ccccc1 (stereo unspecified)	9	16	0	-4	3	-25	2	0	-0.1	4
Cc1ccc(SCC(=O)N2CCOCC2)cc1	12	2	-3	-73	-2	-21	-2	-1	-1.1	0
O=C(CCl)NN1C(=O)NC2(CCCCC2)C1=O	23	0	-1	-39	-2	-76	-3	1	-1.1	-1
COc1ccc(-c2oc(NC(=O)c3ccc(C)cc3)c(C#N)c2-c2ccc(OC)cc2)cc1	30	5	-8	-11	0	-56	8	1	5.4	2
CCOc1ccccc1NC(=O)COn1nnc2ccccc21	5	23	1	-43	3	-19	4	-2	1.0	-4
COc1cc2c(cc1OC)C(c1cc(OC)c(OC)c(OC)c1)NCC2 (stereo unspecified)	35	24	1	-9	2	7	10	4	3.0	-3
O=C(O)CC(c1ccccc1)n1cccc1 (stereo unspecified)	0	-14	2	-24	1	7	-8	-1	0.1	1
O=C(Cn1nnnc1CN1CCOCC1)N1CCC(c2cccc(Cl)c2)C1 (stereo unspecified)	28	17	-9	-32	-2	-6	-5	2	-0.2	0
S=C(Nc1cccnc1)N1CCc2ccccc21	-2	21	4	-15	0	-1	-2	0	0.6	-4
Cn1ccnc1CC(O)(c1ccccc1)c1ccccc1	-12	15	-6	-5	0	-12	-4	-2	-0.2	0
O=C(Cc1ccccc1)N1CCCC1c1ccccc1 (stereo unspecified)	2	25	-2	6	/	27	-2	2	0.6	1
O=C(NCc1ccccc1)c1ccccc1C(=O)c1ncc[nH]1	1	-14	-3	-34	6	4	-4	3	-0.4	-2
COc1ccc(/C=C2/C(=O)C(C)(C(C)C)CCC2C)cc1 (stereo unspecified)	1	-5	7	-25	0	-52	-8	-2	0.0	1
O=C(NCN1C(=O)C2C3C=CC(C3)C2C1=O)Nc1nncs1 (stereo unspecified)	-10	25	2	-10	0	-4	-7	1	-0.4	2
CN(C)c1cc(=O)n2c(n1)SCCC2	12	20	1	24	4	-22	-3	2	-0.2	-2
CC(=O)N1CCN=C1SCc1cccc(C)c1	-4	15	-4	-33	-3	-8	1	-2	0.3	1
N#Cc1ccsc1NC(=O)CSc1ncn[nH]1	1	27	-6	-47	4	-43	1	-2	0.7	0
CC1C(=O)N2CCCc3cc(NC(=O)CC(C)(C)C)cc1c32 (stereo unspecified)	-6	1	-5	-24	15	26	-3	-2	0.0	-1
CC(Oc1ccc2c3c(c(=O)oc2c1)CCCC3)C(=O)NCc1ccccn1 (stereo unspecified)	-21	0	-4	-44	0	1	0	-1	0.0	-2
O=C(NC1CCN(Cc2ccccc2)CC1)c1c(F)cccc1F	-9	21	0	-14	-3	11	-4	2	-0.1	-4
O=C(CN(Cc1ccco1)C(=O)Cn1nnc(-c2cccs2)n1)NCC1CCCO1 (stereo unspecified)	-1	35	6	-9	-4	2	-4	1	-0.7	-5
Cc1cccc(CCN(CC(=O)NCc2ccc(F)cc2)C(=O)c2csnn2)c1	8	27	-5	-16	-3	12	7	-3	0.2	0
CCOCC(=O)Nc1cccc(OC)c1	/	12	-2	-22	-2	/	/	2	/	-4

# Next records follow:
canonical_smiles	HSF-1 act	AI-2 QS mod	IEC-6 tox	KLF5 inh	GSK3A inh	aSyn UTR inh	HSF1 inhib	HSP90 inh	HIF activator	GSK3B inh
CC(C(=O)NC(C)(C)C)N1C(=O)c2cccc3cccc(c23)C1=O (stereo unspecified)	14	3	-5	-29	-6	-13	10	6	0.0	-2
O=C(CSc1ncnc2sc3c(c12)CCCC3)N1CCC(c2noc3ccc(F)cc23)CC1	5	3	-1	2	-2	12	-11	2	0.3	0
O=C(NCCC1=CCCCC1)C1CCN(S(=O)(=O)c2ccccc2C(F)(F)F)CC1	12	-1	/	/	-2	3	-4	/	1.4	3
CC(=O)NC1=C(C#N)C(c2ccccc2)c2c(ccc3ccccc23)O1 (stereo unspecified)	20	22	-1	-53	-1	-13	1	0	-45	1
CC(=O)Nc1ccc(S(=O)(=O)NCCC(=O)NNC(=O)c2ccncc2)cc1	-9	/	/	/	-1	4	2	/	0.7	/
CC(CNC(=O)c1cncc(O)c1)NC(=O)c1cncc(O)c1 (stereo unspecified)	-7	12	5	12	-3	21	-2	1	-0.4	2
CCCSc1nc(C)cc(C)c1S(C)(=O)=O	6	16	4	-29	-2	17	-3	1	0.2	0
COC(=O)c1sc(N)c(C(=O)OC)c1CSc1nc2sc3c(c2c(=O)n1C)CCC3	?	7	0	-16	-1	23	21	-4	0.0	0
COc1cc(OC)c(OC)cc1/C=N/NC(=O)c1cccc(S(=O)(=O)N2CCOCC2)c1	-1	8	-5	14	2	9	-8	-1	0.0	0
CC(OCC(O)CN(C)CCOc1ccccc1)c1ccc(Cl)cc1 (stereo unspecified)	14	11	-1	-32	/	-17	1	1	-0.1	-1
COc1cc(-n2ccnc2SC)c(Cl)cc1Cl	11	-20	1	-45	0	13	4	3	-0.9	1
Cc1ccccc1CSCCNC(=S)Nc1ccccc1	13	4	0	-9	/	-16	3	-1	3.2	3
CCOC(=O)N1CCN(C(=O)CN(c2ccccc2)S(C)(=O)=O)CC1	3	3	-1	-2	-1	-37	1	0	0.3	0
COc1ccc(C(C)(C)C)cc1NC(=O)c1[nH]c(C)c(C(C)=O)c1C	17	17	3	-16	-1	22	7	-2	-0.1	0
Cc1ccc2c(CC(=O)NCC(=O)Nc3c(C)cccc3C)coc2c1	-1	2	/	/	-2	-2	-1	/	0.5	0
O=C(COC(=O)CCSc1ccc(Cl)cc1)NCc1ccc(Cl)cc1	15	10	2	11	-1	-4	5	3	-0.2	2
COc1ccc(N(C(=O)c2snc(C(N)=O)c2N)C(C(=O)NC2CCCCC2)c2ccc(F)cc2)c(OC)c1 (stereo unspecified)	-6	22	-5	-9	2	-15	-8	4	-3.3	-2
CC(=O)c1ccc(NC(=O)Nc2ncn(Cc3cccc(C)c3)n2)cc1	3	21	3	2	/	-11	-1	-1	-0.1	-3
Cc1cc(SCC#N)n2nc(C)c(-c3ccccc3)c2n1	-10	-2	-2	-5	0	29	-6	-1	-1.6	2
CN(CC(=O)Nc1ccc(Cl)cc1)C(=O)c1ccc(NS(=O)(=O)c2ccc3[nH]c(=O)[nH]c3c2)cc1	1	14	/	/	-1	10	3	/	-0.5	1
